Screens as filed in PubChem.
POLB inh: inhibitors of human DNA polymerase beta | Pol beta primer extension/strand displacement, fluorescence kinetic | Potency, µM (doses to about 114 µM), inactives show top-dose activity change, negative = inhibition, most hits filed as inhibitors | 340,000 compounds, 1.3% hits | AID 485314; also: potency is read from the fitted curve at half-maximal effect; % is scaled to controls: 0 for no effect and ±100 for the full control effect
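10 nM enzyme + cpd, 15 min RT; start with substrate 50 nM final; read 0 min and after 10 min RT. Corrected, normalized data; 4-parameter Hill curve fit.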
APE1 inh: blocks human APE1 abasic DNA cleavage; AID 2517; recombinant APE1, TAMRA/BHQ-2 abasic DNA cleavage fluorescence; Potency, µM (series often up to 65.8 µM), without a hit: at the top dose activity change, negative = inhibition, usual class: inhibitors; 350,000 compounds, 0.35% hits;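 also: potency is read from the fitted curve at half-maximal effect; plate controls were vehicle for no effect and reference inhibitor for full effect; nearly all actives have a fitted effect of over 55% in size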
Target sequence (P27695 whole entry, looked up): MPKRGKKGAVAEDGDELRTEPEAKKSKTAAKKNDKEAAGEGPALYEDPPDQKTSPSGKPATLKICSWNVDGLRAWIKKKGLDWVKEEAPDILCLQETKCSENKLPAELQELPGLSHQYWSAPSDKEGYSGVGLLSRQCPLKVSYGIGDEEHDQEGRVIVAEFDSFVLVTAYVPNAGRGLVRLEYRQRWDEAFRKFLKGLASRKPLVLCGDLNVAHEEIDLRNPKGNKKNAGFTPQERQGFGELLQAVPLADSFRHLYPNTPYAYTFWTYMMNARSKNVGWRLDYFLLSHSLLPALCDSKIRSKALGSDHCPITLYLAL
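Kinetic fluorescence read (525 ex/598 em nm, three reads 60 s apart) of AP-site incision; signal = third minus first read. Enzyme 0.75 nM, dual-labelled THF duplex 50 nM, compound preincubation 15 min RT.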
POLI inh: DNA polymerase iota (human) inhibition; Q9UNA4; Pol iota fluorescent replication assay, 10 min; Potency, µM (highest dose often 115 µM), for inactives: top-dose activity, negative = inhibition, hits mostly inhibitors; 390,000 compounds, 1% hits; AID 588590; also: potency is read from the fitted curve at half-maximal effect
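Pol iota at 10 nM preincubated 15 min with compounds at room temperature; reaction started with fluorescent substrate, 50 nM final. Fluorescence read kinetically at 0 and 10 min; buffer-only wells as negative control.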
Apoferritin bind: binds horse apoferritin like a general anesthetic. P02791. apoferritin/1-aminoanthracene competitive binding, fluorescence. Potency, µM (titrated, usually from 77.5 µM), for the others: at the highest dose activity change, negative = displacement, most hits filed as inhibitors. 350,000 compounds, 0.074% hits; also: potency is read from the fitted curve at half-maximal effect; % is scaled to controls: 0 for no effect and ±100 for the full control effect; nearly all actives have a fitted effect of over 20% in size
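Horse-spleen apoferritin (10 uM) was mixed with 50% saturated 1-aminoanthracene in PBS, exposed to compounds for 10 min at room temperature, and read for fluorescence (ex 380 nm, em 535 nm). Competitive displacement was fitted with a four-parameter Hill equation.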
BLM helicase inh: inhibitors of human Bloom syndrome helicase BLM; AID 2528; Potency, µM (series often up to 56.1 µM), for the others: top-dose activity change, negative = inhibition, usual class: inhibitors; 350,000 compounds, 0.2% hits; recombinant BLM DNA unwinding, fluorescence dequenching; P54132;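 also: potency is read from the fitted curve at half-maximal effect; plate controls were vehicle for no effect and no enzyme for full effect; nearly all actives have a fitted effect of over 35% in size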
Glioma ERSR ind: induces the endoplasmic reticulum stress response in human glioma cells; 420,000 compounds, 0.02% hits; Potency, µM, without a hit: top-dose activation, most hits filed as activators; U87-MG GRP78 promoter luciferase reporter, 16 h; also: potency is read from the fitted curve at half-maximal effect; series mostly up to about 76 µM; % of control where 0% means no effect; nearly all actives have a fitted effect of over 35% in size
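Stably transfected U87-MG human glioma cells carrying a GRP78-based luminescent sensor were seeded at 1000 cells/well, pin-dosed with compounds and incubated 16 h. Luciferase reagent was then added, and end-point luminescence was read after 10 min at room temperature.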
Pol eta inh: blocks human DNA polymerase eta activity. Q9Y253. recombinant Pol eta, fluorescent DNA replication assay. Potency, µM (doses to about 114 µM), for the others: top-dose activity change, negative = inhibition, actives largely listed as inhibitors. 390,000 compounds, 1.2% hits; also: potency is read from the fitted curve at half-maximal effect; % is scaled to controls: 0 for no effect and ±100 for the full control effect
Target sequence (Q9Y253 whole entry, looked up): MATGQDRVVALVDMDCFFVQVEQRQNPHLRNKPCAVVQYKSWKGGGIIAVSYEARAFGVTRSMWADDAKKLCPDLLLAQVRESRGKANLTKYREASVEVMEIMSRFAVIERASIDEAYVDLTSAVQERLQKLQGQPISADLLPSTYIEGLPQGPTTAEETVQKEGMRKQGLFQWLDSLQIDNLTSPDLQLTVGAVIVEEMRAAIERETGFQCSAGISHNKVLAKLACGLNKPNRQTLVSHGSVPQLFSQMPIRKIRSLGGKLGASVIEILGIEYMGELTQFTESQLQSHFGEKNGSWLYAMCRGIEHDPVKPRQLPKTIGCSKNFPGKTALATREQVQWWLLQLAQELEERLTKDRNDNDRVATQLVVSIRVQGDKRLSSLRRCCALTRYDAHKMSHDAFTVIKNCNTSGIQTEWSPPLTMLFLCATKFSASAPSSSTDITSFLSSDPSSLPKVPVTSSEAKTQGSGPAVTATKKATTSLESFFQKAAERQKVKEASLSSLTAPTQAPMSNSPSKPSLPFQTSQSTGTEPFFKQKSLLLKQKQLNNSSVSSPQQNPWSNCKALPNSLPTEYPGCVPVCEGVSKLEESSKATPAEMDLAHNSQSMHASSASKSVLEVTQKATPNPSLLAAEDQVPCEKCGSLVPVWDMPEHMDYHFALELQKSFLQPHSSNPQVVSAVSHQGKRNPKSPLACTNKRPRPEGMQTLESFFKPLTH
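Pol eta at 10 nM preincubated with compounds 15 min at room temperature; reaction started with fluorescent substrate (50 nM final) and read kinetically at 0 and 10 min.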
LDHA inh: LDHA (human) enzyme inhibition. purified LDHA, NADH/diaphorase-resazurin fluorescence; stronger effect = lower value. activity change, % (values are at about 110 or 230 µM). 480,000 compounds, 0.15% hits. AID 1347041; in the data active = activity change below about -30%; inconclusive = mostly about -25% to -30%;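 also: plate controls were DMSO wells for no effect and wells without enzyme for full effect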
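LDH5 2 nM; NADH 0.06 mM, pyruvate 0.2 mM; 200 mM Tris pH 7.4, EDTA, Tween-20; 5 min RT. Detection: diaphorase 0.133 mg/mL + resazurin 37 µM, fluorescence ex540/em590 at 0 and 20 min; normalized to enzyme-free and DMSO wells.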
POLK inh: blocks human DNA polymerase kappa activity; Q9UBT6; Potency, µM (titrated, usually from 107 µM), inactives show top-dose activity, negative = inhibition, hits mostly inhibitors; purified Pol kappa, fluorescent DNA synthesis assay, 10 min; 400,000 compounds, 0.53% hits; also: potency is read from the fitted curve at half-maximal effect; % is scaled to controls: 0 for no effect and ±100 for the full control effect
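Kinetic fluorescence screen: compound preincubated 15 min RT with 10 nM enzyme; 50 nM substrate (final) initiates; reads at 0/10 min.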
Starred values were filed as active, the others as inactive; ? = inconclusive; nt = no result given; & = joins results of further samples; [ ] = dose if it differs, or a comment. Unless noted, calls follow the shape of the dose curve; as a rule, active = well fitted curve in the direction sought with a large enough effect; inconclusive = small, poorly fitted or top-dose-only effect, or another doubt; inactive = no such curve, though single readings can be large; an effect the other way counts as inactive or inconclusive. An excerpt; the hit share may differ from the screen's.

SMILES	POLB inh	APE1 inh	POLI inh	Apoferritin bind	BLM helicase inh	Glioma ERSR ind	Pol eta inh	LDHA inh	POLK inh
Cc1ccccc1-n1c(-c2csc(C)c2C)n[nH]c1=S	-3%	-1%	5%	-8%	4%	15%	-23%	1	-17%
C#CCN1C=CC(=O)[C@@H](O)[C@H]1c1ccccc1Br	nt	nt	-18%	nt	nt	-2%	-10%	0	-1%
Cn1cnc(S(=O)(=O)N2CCCC(C(=O)NCc3ccc(F)cc3)C2)c1 (stereo not given)	?	nt	29%	-3%	-1%	-1%	-24%	2&1	-2%[60.1 µM]
CC(=O)Oc1ccc(/C=C2/C(=O)N(c3ccccc3)N=C2C)cc1	18%	6%	8%	-10%	0%	0%	-14%	-5	-2%
COc1cc(/C=C/c2nc3ccccc3c(=O)[nH]2)cc(Cl)c1O	?	12%	33%[activator]	5%	-28%	0%	?	-2	-1%
COC(=O)c1ccc(/C=N\NC(=O)CC(=O)NCCc2ccccc2)cc1	1%	3%	-3%	?	-7%	2%	5%	-6	-6%
CCOC(=O)c1cnc2c(C)cc(C)cc2c1Nc1ccc(N2CCOCC2)cc1	-2%	nt	38%[activator]	-14%	-7%	0%	-15%	-1	5%
CCCOC(=O)c1ccc(O)c(OC)c1	?	8%	98%[activator]	-2%	0%	5%	-4%	-1	-3%
COc1cc(C)nc(Oc2ccc(OCCOc3ccccc3)nn2)n1	33%	2%	34%[activator]	-10%	-1%	-7%	-19%	-20	-3%
COc1ccc(Cn2c(C)c(C)c(C#N)c2NC(=O)Nc2cccc(C)c2)cc1	12%	-5%	17%	?	-2%	-1%	10%	-3	-6%
Cc1ccccc1OCC(=O)NN1CCN(C)CC1	-17%	0%	18%	-7%	4%	-3%	-3%	-7	-4%
COCCN(CC(=O)Nc1cccc(C)c1C)C(=O)c1cc(-c2cccs2)nn1-c1ccccc1	nt	17%	4%	nt	nt	-6%	-4%	-12	0%
O=c1cc(-c2ccc(F)cc2)nc(SCc2nc(-c3cccc(Cl)c3)no2)[nH]1	16%	nt	?	5%	-2%	-3%	8%	7	-6%[60.1 µM]
Cc1cccc(N2CCN(C(=O)c3ccccc3NC(=O)C3=CSCCO3)CC2C)c1 (stereo not given)	3%	12%	26%	-18%	-5%	1%	-17%	3	-5%
CC(C)c1ccc(NC2CCCN(C(=O)c3cnn(C(C)C)c3)C2)cc1 (stereo not given)	3%	-2%	37%[activator]	-10%	-4%	-3%	-7%	-6	4%
Cc1nn(CC(=O)NC(C)C(C)C)c(C)c1S(=O)(=O)N1CCCCC1 (stereo not given)	nt	0%	16%	nt	nt	-3%	0%	-3	-17%
Cc1cccc2c(N=O)c(O)n(CCc3ccccc3)c12	6%	-8%	14%	?	-16%	0%	-21%	-2	-2%
COc1cnc(SCCC(F)=C(F)F)[nH]c1=O	15%	-4%	25%	-9%	-3%	-4%	0%	-4	-9%
O=C1C=C(c2cccc(OCc3ccccc3)c2)C[C@@H](c2ccc3c(c2)OCO3)C1	nt	1%	-8%	nt	nt	-2%	-15%	-10	-1%
C=CC[C@@H](CC(=O)N[C@@H](CO)Cc1ccccc1)C(=O)NCCOC(=O)[C@@H](CC=C)CC(=O)OC(C)(C)C	nt	43%	35%[activator]	nt	nt	-6%	-13%	4	11%
Cc1cc(Cl)ccc1OCCCC(=O)N/N=C/c1cccc([N+](=O)[O-])c1	-7%	5%	-4%	?	-1%	-2%	-14%	-5	-17%
CCc1cccc(OCC(=O)Nc2ccc(C)c(S(=O)(=O)N3CCCCCC3)c2)c1	nt	-15%	?	nt	nt	-7%	-7%	0	-2%
COc1cc(OC)c(N(C)S(=O)(=O)c2cccc(C(=O)NC3=NCCS3)c2)cc1Cl	-9%	-6%	24%	-7%	-7%	-5%	-10%	-2	-7%
CC(=O)c1cccc(-n2c(CCC(=O)O)ccc2-c2ccccc2)c1	?	9%	?	0%&-17%	-3%&0%	6%&2%	-18%&-13%	-3&8	-5%&1%
COc1ccccc1NCc1nnc2n1CCCCC2	0%	nt	23%	1%	-2%	-1%	3%	2	-5%[60.1 µM]

Next section.
SMILES	POLB inh	APE1 inh	POLI inh	Apoferritin bind	BLM helicase inh	Glioma ERSR ind	Pol eta inh	LDHA inh	POLK inh
C[C@@H]1CN([C@@H](C)CO)C(=O)c2cc(NC(=O)Nc3ccc4c(c3)OCO4)ccc2O[C@H]1CN(C)S(=O)(=O)c1ccc(F)cc1	nt	-1%	?	nt	nt	2%	-20%	1	-10%
O=C(NC(=S)Nc1ccccc1N1CCCCC1)c1ccc(F)cc1Cl	14%	-25%	-16%	-23%	-13%	-5%	-15%	-3	-4%
O=C(O)c1cccc(N2C(=O)c3cccc4cccc(c34)C2=O)c1	5%	25%	66%[activator]	2%	0%	-3%	9%	0	-6%
CSc1ccc(CN(C)CC(=O)Nc2ccc(C)cc2Br)cc1	15%	-3%	34%[activator]	45%[activator]	-3%	-4%	?	-3	-6%
COc1ccc(C(=O)NC2CCC(O)CC2)cc1S(=O)(=O)NCc1ccc(Cl)cc1 (stereo not given)	nt	-3%	?	nt	nt	-1%	-8%	-7	-15%
O=C(CN1C(=O)C(=O)N(C2CCCC2)C1=O)Nc1ccc(F)cc1F	nt	-10%	39%[activator]	nt	nt	-4%	-10%	-6	-5%
COc1ccc(CNC(=O)CS(=O)CC(=O)O)cc1OC (stereo not given)	-19%	0%	5%	-6%	7%	-3%	0%	-1	-5%
CCOC(=O)N1CCC(NC(=O)c2ccc3snnc3c2)CC1	-1%	-6%	10%	3%	-1%	-4%	-2%	1	18%
O=C(NCCCc1ccccc1)c1nn(-c2ccccc2)nc1CO	-2%	nt	20%	-12%	-12%	-3%	-16%	2	-23%
Cc1cccc(-c2noc(CN(C)C(=O)c3ccc4c(c3)OCO4)n2)c1	27%	-10%	117%[activator]	-2%	-3%	-4%	-13%	1	-12%
Cc1cc2[nH]c(=O)c(=O)[nH]c2cc1S(=O)(=O)NCc1ccc(F)cc1	5%	nt	12%	11%	2%	-3%	-15%	3	0%
O=C(O)C1CC=CCC1C(=O)N1CCc2ccccc21 (stereo not given)	20µM*	?	0%	-3%	6%	-1%	?	-4	?
Cc1ccc(CN2CCN(Cc3cnc(N(C)C)s3)CC2CCO)o1 (stereo not given)	13%	-1%	42%[activator]	-7%	-1%	-4%	-13%	-4	-1%
Cc1oc2ncn(C)c(=O)c2c1C(=O)N(C)c1ccccc1F	0%	nt	-2%	-15%	3%	0%	-17%	-15	0%
O=[N+]([O-])c1ccccc1S(=O)(=O)Oc1ccccc1/C=N/n1cnnc1	5%	2%	78%[activator]	6%	1%	-1%	-8%	0	-8%
Cc1ccc(Cl)c2c1NC(=O)C2(O)CC(=O)c1ccc(F)cc1 (stereo not given)	21%	17%	-2%	-10%	-3%	-3%	-7%	-3	1%
Cc1ccc(NC(=O)c2sc(-n3nc(C)c(Cc4ccc5c(c4)OCO5)c3C)nc2C)cc1Cl	29%	nt	-5%	2%	-4%	-4%	-20%	3	4%
Cc1ccc(NC(=O)c2nc(S(=O)(=O)Cc3ccccc3F)ncc2Cl)cc1	nt	nt	-16%	nt	nt	-11%	nt	-3	-25%
CCCOc1ccccc1C1NC(=O)NC(C)=C1C(=O)OCCOC (stereo not given)	13%	-4%	4%	-16%	2%	-6%	-6%	-6	-4%
COC(=O)N[C@H](c1ccccc1)[C@@]1(C)C[C@@H]1[C@@H](C)C(=O)Nc1ccc2ccccc2c1	nt	3%	-1%&-1%	5%	-8%	-4%&-5%	-14%	-1	-8%&-10%
CCCCn1c(-c2nonc2NC(=O)c2ccccc2Cl)nc2ccccc21	nt	nt	35%	nt	nt	-6%	-15%	-1	7%
COc1cccc(NC(=O)Cn2c(=O)ccc3cc(S(=O)(=O)N4CCC(C)CC4)ccc32)c1	-9%	nt	-2%	-12%	-3%	-2%	-1%	-4	-11%[60.1 µM]
Cc1c(Cl)cccc1NC(=O)NCc1ccccn1	48%	33%	-18%	-5%	0%	0%	-2%	-6	-15%
O=C(NCc1ccncc1)C(=O)Nc1ccc2c(c1)OCO2	5%	3%	11%	-2%	-4%	4%	-23%	-1	-1%
CCCCOc1ccc(NC(=O)[C@@H]2CCCN2C(=O)C2CCN(S(=O)(=O)c3ccc(C)cc3)CC2)cc1	0%	3%	8%	-7%	-2%	0%	-4%	-2	-3%

A different layout for 3 compounds above.
Sequence of screens – POLB inh	APE1 inh	POLI inh	Apoferritin bind	BLM helicase inh	Glioma ERSR ind	Pol eta inh	LDHA inh	POLK inh
> Cc1cc(Cl)ccc1OCCCC(=O)N/N=C/c1cccc([N+](=O)[O-])c1
    -7%	5%	-4%	?	-1%	-2%	-14%	-5	-17%
> CCc1cccc(OCC(=O)Nc2ccc(C)c(S(=O)(=O)N3CCCCCC3)c2)c1
    nt	-15%	?	nt	nt	-7%	-7%	0	-2%
> COc1cc(OC)c(N(C)S(=O)(=O)c2cccc(C(=O)NC3=NCCS3)c2)cc1Cl
    -9%	-6%	24%	-7%	-7%	-5%	-10%	-2	-7%

New compounds follow.
SMILES	POLB inh	APE1 inh	POLI inh	Apoferritin bind	BLM helicase inh	Glioma ERSR ind	Pol eta inh	LDHA inh	POLK inh
COc1ccc(S(=O)(=O)N2CCCCC2)cc1NC(=O)C1CC1	nt	3%	26%	nt	nt	-7%	-25%	-8	-9%
CC(C)c1ccc2nc(SCC(=O)NCC3CCCO3)c(C#N)cc2c1 (stereo not given)	2%	-6%	3%	-10%	1%	2%	-10%	1	-3%
CCN1CCN(C(=O)c2ccc(CS(=O)(=O)Cc3ccccc3C)o2)CC1	14%	6%	-16%	-4%	-4%	1%	12%	-11	-2%
ClCC1=Nc2cccc3cccc(c23)N1	9%	-1%	nt	-4%	4%	nt	nt	nt	nt
COc1cc(OC)c(NC(=O)N2CCC(CN3CCOCC3)CC2)cc1Cl	3%	nt	17%	1%	-7%	-1%	-16%	11	-6%
COc1cc(N=Nc2ccc(C(=O)N(C)C)cc2)c(C)cc1N	nt	nt	?	nt	nt	5%	?	-17	-5%
CCOCCCn1c(-c2ccc(Cl)cc2)n[nH]c1=S	18%	-1%	40%[activator]	-17%	1%	-5%	-6%	-11	0%
